PV pol inh: poliovirus RNA polymerase inhibition; P03300; poliovirus polymerase elongation, fluorescence polarization; stronger effect = lower value; % elongation, % (compound at 16.7 µg/mL); 150,000 compounds, 0.66% hits; in the data active = % elongation below about 90%; note: some results filed as inactive read as strong as hits
Target sequence (P03300 1749-2209 limits assumed): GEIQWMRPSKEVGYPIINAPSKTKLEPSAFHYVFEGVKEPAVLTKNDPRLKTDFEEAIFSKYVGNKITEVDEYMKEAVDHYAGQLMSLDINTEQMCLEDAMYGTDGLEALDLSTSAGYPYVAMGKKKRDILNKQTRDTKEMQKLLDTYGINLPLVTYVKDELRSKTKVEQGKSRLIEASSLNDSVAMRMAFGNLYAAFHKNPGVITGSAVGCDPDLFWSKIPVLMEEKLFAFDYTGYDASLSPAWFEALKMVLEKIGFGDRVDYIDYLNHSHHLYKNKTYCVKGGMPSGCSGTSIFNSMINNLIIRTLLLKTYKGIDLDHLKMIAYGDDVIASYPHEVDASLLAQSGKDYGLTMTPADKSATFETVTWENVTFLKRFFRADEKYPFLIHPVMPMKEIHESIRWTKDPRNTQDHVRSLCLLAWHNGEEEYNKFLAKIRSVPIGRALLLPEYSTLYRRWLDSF
PV pol inh FP z-score: also measured in PV pol inh; calls as there; z-score; measured here: FP z-score; hits read low
* hit, by the source's call; & = joins results of further samples. A portion of the library (hit frequency here may not be typical).

molecule	PV pol inh	PV pol inh FP z-score
CC1=C(c2ccc(Cl)cc2)S(=O)(=O)N=C1N1CCN(c2cc(C)ccc2C)CC1	105.0	-0.4
O=C(c1n[nH]c(=O)c2ccccc12)N1CCC(Cc2ccccc2)CC1	103.0	0
COc1ccc(C(=O)Nc2ccn(-c3ccccc3)n2)c(OC)c1	100.0	-0.6
CC(C)C(NC(=O)c1ccc(C23CC4CC(CC(C4)C2)C3)cc1)C(=O)NCC1CCCO1 (stereo unspecified)	100.0	0
Cc1cc(OC(C)c2nc(-c3nonc3N)no2)ccc1Cl (stereo unspecified)	107.0	0.6
COc1ccccc1CN(C)CCN	101.0	-0.3
Cc1ccc(C(=O)C(C)OC(=O)Cn2c(C)csc2=O)cc1 (stereo unspecified)	103.0	-0.1
Cc1ccccc1Cn1ccn(-c2ccc(F)c(F)c2)c(=O)c1=O	107.0	0.1
CC12CCC(=O)N1c1ccccc1C(=O)N2c1ccccc1 (stereo unspecified)	101.0	-0.2
CC1CCN(c2nc(-c3ccc(Br)cc3)nc3ccccc23)CC1	109.0	0.2
NC(=O)COC(=O)C1CSC2(c3ccc(F)cc3)CCC(=O)N12 (stereo unspecified)	97.0	-0.9
OC(C#CC(O)(c1ccccc1)c1ccccc1)c1ccc(F)cc1 (stereo unspecified)	103.0	0.1
C(=C\c1ccccc1)/CN1CCN(Cc2c[nH]c3ccccc23)CC1	102.0	0.5
CN(CC(=O)N1CCCCCC1)S(=O)(=O)c1ccc2[nH]c3c(c2c1)CCCC3	102.0	0.2
CC(C)CSc1nc2ccccc2c(=O)[nH]1	101.0	0.5
Cn1cnnc1SCC(=O)NC1CCCCCC1	101.0	-0.2
C=C(C)C(=O)OCCc1ccc(O)c(-n2nc3ccccc3n2)c1	104.0	0.2
CCN(CC)S(=O)(=O)c1ccc(Cl)c(OC)c1	103.0	0.3
CC(NC(=O)Nc1ccccc1)C(c1ccccc1)N1CCN(C)CC1 (stereo unspecified)	107.0	1.1
O=C(c1ccco1)N1CCN(c2cnn(-c3ccccc3)c(=O)c2Cl)CC1	102.0	0.4
Cc1nc2nc(NC(=O)C(C)N3C(=O)c4ccccc4C3=O)[nH]n2c(=O)c1C (stereo unspecified)	99.0	-1.5
CCCCCC1NC(=O)NC1CCCCCC(=O)O (stereo unspecified)	99.0	-0.5
C=C(C)NC(=S)Nc1nccs1	101.0	0.1
Cn1c(=O)c(C(=O)Nc2cccc(O)c2)c(O)c2ccccc21	101.0	0.3
Cc1oc2ncn(C)c(=O)c2c1C(=O)Nc1ccccc1	104.0	0.3

Next section, overlapping the part above by four compounds.
molecule	PV pol inh	PV pol inh FP z-score
CCCCCC1NC(=O)NC1CCCCCC(=O)O (stereo unspecified)	99.0	-0.5
C=C(C)NC(=S)Nc1nccs1	101.0	0.1
Cn1c(=O)c(C(=O)Nc2cccc(O)c2)c(O)c2ccccc21	101.0	0.3
Cc1oc2ncn(C)c(=O)c2c1C(=O)Nc1ccccc1	104.0	0.3
COc1ccc(OC)c(CNc2ncnc3onc(-c4ccc(Cl)cc4)c23)c1	111.0	0.8
C/C(=N\OCC(=O)Nc1ccccc1OC(F)F)c1cc2ccccc2o1	96.0	-0.7
O=C(Nc1ccc(Cl)cc1Cl)c1cc(S(=O)(=O)NCc2ccc3c(c2)OCO3)ccc1F	110.0	0.5
Cc1sc2c(c1C)c(=O)n(-c1cccc(C(F)(F)F)c1)c(=O)n2Cc1ccc(F)cc1	105.0	-0.2
O=C1c2ccccc2C(Nc2ccc(S(=O)(=O)N3CCOCC3)cc2)N1Cc1ccccc1Cl (stereo unspecified)	103.0	0.4
COc1ccc(CN(C)CC(O)COc2ccc(C#N)cc2)cc1 (stereo unspecified)	100.0	-0.6
CNC(=S)N/N=C(\C)c1ccc(-n2ccnc2)cc1	102.0	-0.1
O=C(Cn1c(=O)oc2cc(S(=O)(=O)N3CCCC3)ccc21)NCc1ccc(F)cc1	106.0	-0.2
O=C(Nc1nc2ccc(F)cc2s1)c1nc(S(=O)(=O)Cc2ccccc2F)ncc1Cl	112.0	0.8
CCOc1cccc2cc(C(=O)N3CCN(C/C=C/c4ccccc4)CC3)c(=O)oc12	101.0	0.4
COc1ccc(C2Nc3ccccc3-n3c(-c4ccccc4)c4c(=O)n(C)c(=O)n(C)c4c32)cc1 (stereo unspecified)	112.0	0.9
CCCN1C(=O)C2(c3ccccc31)c1c(oc3ccccc3c1=O)C(=O)N2CCOC (stereo unspecified)	107.0	1.5
Cc1ccc(NC(=O)CN2C(=O)COc3ccc(S(=O)(=O)NC4CCCC4)cc32)cc1N(C)C	103.0	-0.7
CSc1nnc(C)c(=O)n1COC(=O)C1CC(=O)N(c2ccc(C)cc2)C1 (stereo unspecified)	105.0	1.1
COc1ccccc1N1CCN(c2ncnc3c2cnn3-c2cccc(Cl)c2)CC1	113.0	1.1
CC(C)(C)c1csc(SCC(=O)Nc2nccs2)n1	103.0	0.5
N#CCC(c1ccccc1)c1ccccc1	100.0	-0.2
O=C(O)Cc1c(C(=O)O)[nH]c2ccc(C(=O)O)cc12	98.0	-1.7
NCc1ccc(CO)cc1	102.0	0.1
CCOc1ccc(C(=O)Nc2ccc(OCc3cc(=O)n4cccc(C)c4n3)cc2)cc1	106.0	0
N#Cc1nc(-c2ccc(Cl)cc2)oc1NCCc1ccccc1	101.0	-0.1
NS(=O)(=O)c1ccc(-n2cccc2C=C2C(=O)NC(=S)NC2=O)cc1	100.0	-0.3
Cc1cc(C)n(C(C)CC(=O)NCc2ccc(Cl)cc2)n1 (stereo unspecified)	106.0	0
COc1ccc(C)cc1NC(=O)C(OC(=O)C1=NNC(=O)CC1)c1ccccc1 (stereo unspecified)	98.0	-0.5
Nc1nc(-c2ccc(OC(F)F)cc2)cs1	104.0	0.6

Five compounds already listed, sorted by molecular weight, rising:
molecule	PV pol inh	PV pol inh FP z-score
NCc1ccc(CO)cc1	102.0	0.1
O=C(O)Cc1c(C(=O)O)[nH]c2ccc(C(=O)O)cc12	98.0	-1.7
N#Cc1nc(-c2ccc(Cl)cc2)oc1NCCc1ccccc1	101.0	-0.1
COc1ccccc1N1CCN(c2ncnc3c2cnn3-c2cccc(Cl)c2)CC1	113.0	1.1
O=C(Cn1c(=O)oc2cc(S(=O)(=O)N3CCCC3)ccc21)NCc1ccc(F)cc1	106.0	-0.2

(next part)
molecule	PV pol inh	PV pol inh FP z-score
Cc1ccc(/C=C/C(=O)N[C@@H](Cc2ccccc2)c2nc3ccccc3[nH]2)o1	104.0	0
Cc1cc(/C(N)=N/OC(=O)c2snnc2C)no1	100.0	-0.4
CCOC(=O)c1cccc(NC(=O)c2ccc(-c3ccccc3)s2)c1	101.0	-0.9
Nc1[nH]c(=S)ncc1S(=O)(=O)c1ccccc1	103.0&103.0	0.4&0.2
CCOc1ccc(OCC)c(NC(=O)c2ccc(-c3ccccc3)s2)c1	105.0	-0.2
CCN(CC)S(=O)(=O)c1cc(Br)cnc1N	105.0	0.6
COc1ccc(NC(=O)C2C(=O)NC3(C)CC2c2ccccc2O3)cc1 (stereo unspecified)	103.0	0.1
CCOc1ccc(CCNC(=O)c2cc3cc4ccc(OC)cc4nc3s2)cc1OCC	115.0	0.9
COc1ccc(-n2cc(C(=O)NCCN(Cc3ccco3)C3CCCC3)c3ccccc3c2=O)cc1	99.0	-1.4
Cc1ccc2c(c1)C1C3CCC(C3)C1S(=O)N2 (stereo unspecified)	99.0	-1.3
O=C(NC1=NCCS1)c1ccccn1	101.0	-0.3
CC1CN(C(=O)CCC2CCCCC2)CC(C)O1 (stereo unspecified)	101.0	0
CCC(C(=O)Nc1ccccc1C(=O)OC)n1nc(C)c2c(C)n(-c3ccc(C)cc3)nc2c1=O (stereo unspecified)	103.0	-1.1
O=C(NCc1ccccn1)NCc1noc2ccccc12	100.0	-0.9
O=C(Oc1ccc(C(=S)N2CCCCC2)cc1)c1ccccc1	99.0	-0.4
Cc1ccccc1C(=O)Nc1cc(C)c(O)c(-c2nc3ccccc3o2)c1	103.0	-0.4
CC(=O)OC1CCS(=O)(=O)C1 (stereo unspecified)	102.0	0.1
CCc1ccc(NC(=O)c2cc(=O)c3ccc(C)c(C)c3o2)cc1	102.0	-1
O=C(COn1nnc2ccccc21)NCC1CCCCC1	101.0	-0.4
O=C(CSc1nccn1-c1cccc(Cl)c1)Nc1cccc(C(F)(F)F)c1	112.0	1.1
Cc1cc(N2C(=O)CCC2=O)n(-c2ccccc2)n1	105.0	0.8
O=C(CS(=O)(=O)c1cccc2nsnc12)N1CCN(c2ccccc2F)CC1	102.0	-1.2
CC(=O)Nc1ccccc1-c1nc2ccccc2n(C(C)C(=O)c2ccc(C)c(C)c2)c1=O (stereo unspecified)	97.0	-1.6
Cc1[nH]c2ccc(C(=O)NCCN3CCCCCC3)cc2c1C	100.0	-0.4
CCN(CCO)c1ccc(NC(=S)Nc2ccc(OC)cc2)cc1	100.0	-0.8
Clc1ccc(N2Cc3ccccc3C2)cc1Cl	100.0	-0.5
O=S(=O)(c1ccc(Oc2ncnc3sccc23)c(Cl)c1)N1CCOCC1	106.0	0.8
Cc1cc(C(=O)NCc2cc(F)cc3c2OCOC3)nn1C	104.0	0.2
CCOC(=O)c1sc(NC(=O)c2nc3nc(C)cc(C(F)F)n3n2)c(C(=O)OC(C)C)c1C	104.0	0.1
Cc1ccc(NC(=S)NCCCO)c(C)c1	100.0	-0.3
CCCSc1nc2cc(C)c(C)cc2n1CC(C)O (stereo unspecified)	105.0	0.7
CCNC(=S)Nc1sc2c(c1C#N)CCC(C)C2 (stereo unspecified)	108.0	0.7
O=C(CSc1nc2ccccc2[nH]1)c1nnc(-c2ccc(Cl)cc2)o1	106.0	0.4
CCc1ccc(-c2nc(C(N)=O)c3[nH]c(=O)n(-c4ccccc4)c3n2)cc1	100.0	-1.5
CN(Cc1ccccc1)C(=O)Nc1noc2c1COc1ccccc1-2	103.0	0.5
COc1ccc(C2OC(COc3ccccc3C)=NN2C(C)=O)cc1OC(C)=O (stereo unspecified)	103.0	1.4
N#Cc1c(N)n(-c2ccc(S(N)(=O)=O)cc2)c2nc3ccccc3nc12	140.0	3.4
COc1ccc(CN(C)C(=O)c2cc(C)on2)c(OC)c1	102.0	-0.3
O=C(CSc1nc(=O)n(Cc2ccco2)c2c1CCC2)Nc1cccc(F)c1	104.0	-0.4
CSc1nc2n(n1)C(=O)CC(C)(C)N2	100.0	-0.1
c1coc(CNCC2CCCO2)c1 (stereo unspecified)	99.0	-0.3
CCn1cc(C(=O)N2CCCc3ccccc32)c(=O)c2ccc(C)nc21	102.0	0.1
Cc1nn(-c2ccccc2)c(C)c1P(=O)(c1ccccc1)N(C)C (stereo unspecified)	99.0	-0.2
COC(=O)c1c(C)[nH]c(C(=O)C(C)OC(=O)c2cc(S(=O)(=O)N3CCOCC3)ccc2F)c1C (stereo unspecified)	106.0	0.6
O=C1O[C@H](C(O)CO)[C@H](O)C1O (stereo partly specified)	101.0	0.1
Cc1ccc(NC(=O)CSc2nc3c(c(=O)[nH]2)CN(Cc2ccc4c(c2)OCO4)CC3)cc1C	113.0	0.3
CCOC(=O)c1ccc(NC(=O)c2ccc3c(c2)CCN3S(=O)(=O)c2ccc(Cl)cc2)cc1	106.0	0.1
CCOC(=O)c1ccc(-n2c(=S)[nH]c3ccccc32)cc1	100.0	-0.3
Cn1ccsc1=NC(=O)CCCc1c[nH]c2ccccc12	107.0	0.7
O=C(O)/C=C/c1cc(Br)ccc1OC(F)F	99.0	-0.4

Complete entries, looked up by structure.
Cc1ccc(NC(=O)CSc2nc3c(c(=O)[nH]2)CN(Cc2ccc4c(c2)OCO4)CC3)cc1C is listed with PV pol inh: 113.0; PV pol inh FP z-score: 0.3
O=C(CSc1nc(=O)n(Cc2ccco2)c2c1CCC2)Nc1cccc(F)c1 is listed with PV pol inh: 104.0; PV pol inh FP z-score: -0.4

(more compounds)
molecule	PV pol inh	PV pol inh FP z-score
COc1ccc(C2Nc3ccccc3-c3cc(C)nn32)cc1 (stereo unspecified)	102.0	0.3
O=C(NC(NC1=NCCS1)(C(F)(F)F)C(F)(F)F)c1ccco1	99.0	-1
N#C/C(=N\Nc1ccc(F)cc1)C(N)=S	105.0	0.9
CCC(=O)NCC1COc2ccccc2O1 (stereo unspecified)	101.0	0
Cc1ccc(-c2cc(C(=O)Nc3cccc(C#N)c3)c3ccccc3n2)o1	101.0	-0.4
COC(=O)CC1=NN(c2nc(C)cc(C)n2)C(=O)C1	104.0	1.3
Cc1ccccc1C(=O)Nc1c(C)nc2ccccn2c1=O	97.0	-2.5
CC(C)(C)OC(=O)N1CCC(C(=O)N2CCCCC2)CC1	100.0	-1.6
O=C(CN1c2cccc3cccc(c23)S1(=O)=O)N1CCCCC1	100.0	-0.3
COc1ccccc1NC(=O)CSc1nc2c(oc3ccccc32)c(=O)n1-c1ccc(C)cc1	103.0	-0.4
CCN(CC(=O)Nc1ccccc1OC)Cc1cc(=O)n2c(-c3ccccc3)csc2n1	102.0	0
O=C(C1CC1)N1CCN(c2nc3c(Cl)cccc3s2)CC1	100.0	-1.7
O=C(O)Cc1sc(-c2ccccn2)nc1-c1cccs1	101.0	0
COCCCn1c(SCc2cc(C(=O)OC)c(C)o2)nnc1-c1ccccc1Cl	97.0	-0.5
CN=c1scc(-c2ccc(NC(C)=O)cc2)n1C	96.0	-1.2
CC(C)C(NS(=O)(=O)c1ccc(Br)s1)C(C)C	101.0	0.1
COc1ccc(OC)c(C(c2sc3nc(C)nn3c2O)N(C)Cc2ccccc2)c1 (stereo unspecified)	100.0	-0.4
CCCCN1CC(c2nc3ccccc3n2CCCCOc2ccccc2C)CC1=O (stereo unspecified)	108.0	0

Bioassay records as filed in PubChem.
